Screening results: PubChem BioAssay, several laboratories
EphB4 antag – EphB4-ephrin-B2 interaction antagonists, primary screen, biochemical, TNYL-RAW peptide probe, fluorescence polarization | 97,000 tested, 0.15% active | EphB4 LBD / TNYL-RAW-Alexa532 peptide | AID 720, 2007 | Ephrin type-B receptor 4 (Homo sapiens), P54760 | inhibition, % at 7 µM;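 active means inhibition above the screen-wide mean inhibition plus 3 SD, cut at about 15% in these data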;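 further: 0% = DMSO wells and 100% = excess unlabeled TNYL-RAW peptide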
CYP2C19 inhib – blockers of cytochrome P450 2C19 activity – biochemical, luminescence, ADME assay, primary screen. CYP2C19 Supersomes, luciferin-H EGE luminescence, 30 min. 96,000 tested, 21% active. P33261. inhibition, % at 5 µM. AID 778, 2007;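 active means CYP2C19 inhibition above a set limit at 5 µM in the primary screen, cut at about 50% in these data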;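 further: plate controls were negative control wells for no effect and 2.5 mM tranylcypromine positive control for full effect; values of inactives mirror those of a sister screen read the other way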
Target sequence (P33261 whole entry, looked up): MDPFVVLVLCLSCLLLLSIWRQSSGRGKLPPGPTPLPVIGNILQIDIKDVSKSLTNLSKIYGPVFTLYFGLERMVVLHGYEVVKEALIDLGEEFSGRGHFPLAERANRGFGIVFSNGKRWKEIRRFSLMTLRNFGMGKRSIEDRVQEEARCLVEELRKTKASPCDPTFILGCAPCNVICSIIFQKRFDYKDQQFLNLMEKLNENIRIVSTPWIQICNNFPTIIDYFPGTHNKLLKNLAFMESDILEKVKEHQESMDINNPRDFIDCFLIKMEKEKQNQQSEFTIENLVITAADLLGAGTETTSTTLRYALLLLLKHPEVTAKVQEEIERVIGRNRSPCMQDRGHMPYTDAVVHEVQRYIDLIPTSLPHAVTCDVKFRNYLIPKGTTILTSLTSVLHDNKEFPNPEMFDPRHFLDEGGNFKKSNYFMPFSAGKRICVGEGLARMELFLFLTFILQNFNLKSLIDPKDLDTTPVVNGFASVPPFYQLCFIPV
PLK1 PBD inh – Plk1 polo box domain binding inhibitors, primary screen, biochemical, fluorescence polarization | Serine/threonine-protein kinase PLK1 (Homo sapiens), P53350 | Plk1 PBD phosphopeptide binding | inhibition, %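 (tested at about 20 µM)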 | 97,000 tested, 0.13% active; in the data active means inhibition above about 34%, passing the limit was not always enough
Target sequence (P53350 whole entry, looked up, the tested form may be a part): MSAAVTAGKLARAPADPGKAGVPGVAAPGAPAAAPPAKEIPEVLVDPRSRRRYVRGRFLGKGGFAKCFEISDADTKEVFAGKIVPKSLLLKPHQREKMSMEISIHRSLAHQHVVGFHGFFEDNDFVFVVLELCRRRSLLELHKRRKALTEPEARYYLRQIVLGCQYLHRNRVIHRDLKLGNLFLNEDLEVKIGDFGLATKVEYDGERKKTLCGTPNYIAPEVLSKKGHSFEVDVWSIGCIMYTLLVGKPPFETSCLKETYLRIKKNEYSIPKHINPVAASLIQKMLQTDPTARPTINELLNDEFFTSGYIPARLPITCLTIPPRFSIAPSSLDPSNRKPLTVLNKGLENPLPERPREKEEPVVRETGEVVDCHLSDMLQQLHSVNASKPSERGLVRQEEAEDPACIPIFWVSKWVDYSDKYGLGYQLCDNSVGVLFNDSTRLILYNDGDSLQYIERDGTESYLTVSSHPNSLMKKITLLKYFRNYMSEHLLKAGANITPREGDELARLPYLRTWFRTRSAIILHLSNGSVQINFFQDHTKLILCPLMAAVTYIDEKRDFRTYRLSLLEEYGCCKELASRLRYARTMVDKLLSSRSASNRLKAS
HIV Rev-RRE inh – HIV-1 Rev-RRE binding inhibitors, primary screen, biochemical, FRET, protein-RNA interaction. P05866. Rev peptide-RRE RNA binding. inhibition, % at 8 µM. 97,000 tested, 0.79% active. AID 704, 2007;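 active means inhibition above the screen-wide mean plus 3 SD, cut at about 35% in these data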;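 further: 0% = median DMSO wells and 100% = median Neomycin B control wells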
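System: Cy5-labelled duplex RRE RNA binding fluorescein-labelled HIV Rev peptide; Signal: fluorescein-to-Cy5 FRET, 480 nm excitation; Also added: labelled Rev peptide; Compound: one concentration, 8 µM nominal; Buffer or medium: HEPES pH 7.5 salt buffer with EDTA; Read-out: % inhibition of FRET ratio versus controls; Schedule: 5 min preincubation and 15 min binding, 25 °C.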
PLK1 inh – human PLK1 kinase inhibitors, primary screen, biochemical, TR-FRET; Serine/threonine-protein kinase PLK1 (Homo sapiens), P53350; recombinant PLK1 kinase, TR-FRET peptide phosphorylation; inhibition, % at 10 µM; 97,000 tested, 0.53% active;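 active means inhibition of 50% or more in the single-concentration screen; inactive means inhibition below 50%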;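 further: 0% = DMSO max control and 100% = H-89 dihydrochloride min control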
PLAP act – PLAP enzyme activators, biochemical, luminescence, HTS; Alkaline phosphatase, placental type (Homo sapiens), P05187; purified PLAP enzyme, luminescent substrate read-out; active compounds read high; activation fold at 20 µM; 96,000 tested, 1.2% active; in the data active means activation fold above about 2
CYP2C19 activ – human CYP2C19 activators, primary screen, biochemical, luminescence | Cytochrome P450 2C19 (Homo sapiens), P33261 | 96,000 tested, under 10 active | activation factor at 5 µM | recombinant CYP2C19, luciferin-H EGE luminescence; active compounds read high; 0 = fully inhibited enzyme, 1 = untreated enzyme;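 active means activation factor of at least 2 at 5 µM in the primary screen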;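 further: 0 = wells with 2.5 mM tranylcypromine and 1 = vehicle-only wells; values of inactives mirror those of a sister screen read the other way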
CYP2C9 act – human CYP2C9 activators, primary screen, biochemical, luminescence; 96,000 tested, 1.4% active; Cytochrome P450 2C9 (Homo sapiens), P11712; recombinant CYP2C9, luciferin-H conversion; active compounds read high; factor 1 = untreated enzyme, 0 = blocked; activation factor at 5 µM;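 active means activation factor of 2 or more for CYP2C9 at a 5 µM dose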;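 further: 0 = sulfaphenazole-blocked wells and 1 = vehicle-only wells; values of inactives mirror those of a sister screen read the other way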
CYP2C9 inhib – blockers of cytochrome P450 2C9 activity – biochemical, luminescence, ADME assay, primary screen; inhibition, % at 5 µM; CYP2C9 Supersomes, luciferin-H conversion; P11712; 96,000 tested, 20% active; AID 777, 2007;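 active means blocking of liver enzyme CYP2C9 beyond about 50% at 5 µM, limit read from the data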; further: values of inactives mirror those of a sister screen read the other way
The depositor's hits bear a star; nt = no result given; [ ] = another dose, or the depositor's remark.

Order of values – EphB4 antag	CYP2C19 inhib	PLK1 PBD inh	HIV Rev-RRE inh	PLK1 inh	PLAP act	CYP2C19 activ	CYP2C9 act	CYP2C9 inhib
COc1cc(C)ccc1OCCCCN1CC(C)OC(C)C1 (stereo unspecified)
→ -7	27	2	7	-5	1.3	0.7	1.1	-12
CCN(CC)S(=O)(=O)c1ccc2c(c1)c(=O)c(C(=O)N1CCOCC1)cn2C
→ nt	-9	nt	nt	nt	0.9	1.1	1	2
CCC(CC)C(=O)Nc1ccccc1-n1cccc1
→ 1	10	-18	3	9	1	0.9	1	4
N#Cc1cn(-c2ccccc2)nc1-c1ccc2c(c1)OCCO2
→ 3	-13	-3	9	-7	0.8	1.1	1	2
NC1=NC(=O)CC(C(=O)NCCc2ccccc2)S1 (stereo unspecified)
→ 13	11	-27	8	-9	1	0.9	0.8	22
OC(COCc1ccccc1)CN1CCCC1 (stereo unspecified)
→ -3	-2	-2	10	-10	0.9	1	0.9	6
O=C(Nc1cc(C(=O)N2CCCC2)ccc1N1CCCC1)c1ccccc1
→ -1	19	-6	-2	-18	0.9	0.8	0.7	33
O=C(NC1CCCc2ccccc21)c1cccc(S(=O)(=O)N2CCN(c3ccccc3)CC2)c1 (stereo unspecified)
→ -1	34	-10	7	1	1.5	0.7	0.2	82*
Cc1onc(-c2ccccc2)c1C(=O)Nc1sc2c(c1C#N)CCC(C)C2 (stereo unspecified)
→ -1	21	18	-2	-6	1.2	0.8	0.1	92*
Oc1c(C(c2cccs2)N2CCN(c3ccc(F)cc3)CC2)sc2ncnn12 (stereo unspecified)
→ 2	88*	21	7	-13	2*	0.1	0.2	79*
C=C(C)Cn1c(SCCCO)nc2c1c(=O)[nH]c(=O)n2C
→ 3	-20	22	6	-13	0.9	1.2	1.3	-33
COc1ccc(-c2c3c(=O)n(C)c(=O)n(C)c3cn2Cc2ccccn2)cc1
→ -4	-8	17	2	-12	1.3	1.1	1.3	-26
COC(=O)c1cnn(C(=O)c2cc(OC)ccc2Br)c1N
→ -6	19	-10	3	13	1.2	0.8	2*	-102
Cc1oc2c(c1C(=O)Nc1cccc(C(=O)O)c1)CCCC2
→ 4	-6	0	5	-6	1.1	1.1	0.8	18
CCOC(=O)c1cnn(-c2ncnc3sc4c(c23)CCC4)c1N
→ -9	11	9	8	-11	1.2	0.9	0.8	15
N#C/C(C(=O)c1ccccc1)=C1/SC=C(N)N1c1ccccc1
→ 5	81*	-108	118*[fluorescence artefact?]	-14	1	0.2	0.1	92*
CC1CC(N(C(=O)c2ccco2)c2ccccc2)c2ccccc2N1C(=O)c1ccco1 (stereo unspecified)
→ -4	91*	1	0	-10	1.7	0.1	0.1	88*
COC(=O)c1cc(OC)c(OC)cc1NC(=O)c1c(-c2ccccc2)noc1C
→ 4	56*	3	8	-5	1.1	0.4	0.2	75*
NS(=O)(=O)c1ccc(CNC(=O)NC23CC4CC(CC(C4)C2)C3)cc1
→ 0	1	-3	1	-11	0.9	1	0.9	11
O=C(Nc1nc2ccccc2n1Cc1ccccc1)c1ccc(COc2ccccc2[N+](=O)[O-])o1
→ 3	9	-28	6	-7	0.9	0.9	0.6	37
COc1ccccc1N(CC(=O)NC1CCCC1)C(=O)c1csnn1
→ 2	91*	38	0	-15	1.1	0.1	0.8	16
O=C(NCc1ccccn1)NC12CC3CC(CC(C3)C1)C2
→ -3	6	8	-3	-6	0.8	0.9	1	0
N#Cc1c(SCC(N)=O)nc2c(c1-c1ccc(OCc3ccccc3)cc1)CCCC2
→ 0	nt	23	5	-87	nt	nt	nt	nt
CCOC(=O)CSc1nc2ccccc2c(=O)n1NC(=O)c1ccccc1
→ 1	2	9	5	-12	1	1	0.3	67*
O=C1CN(C(=O)CSc2nncn2-c2ccccc2)c2ccccc2N1
→ -10	-8	-14	2	-7	0.9	1.1	1.1	-5
COc1cccc(C(=O)Nc2ccc(F)cc2F)c1
→ -7	nt	2	4	-9	nt	nt	nt	nt
Cc1cc(OCc2ccc(C(=O)n3cccn3)o2)ccc1Cl
→ -4	nt	-5	5	1	nt	nt	nt	nt
Cc1ccc(C(=O)Nc2nc3ccc(S(C)(=O)=O)cc3s2)o1
→ 3	nt	-15	4	-7	nt	nt	nt	nt
O=C(NC1(C(F)(F)F)C(=O)Nc2c1c(=O)[nH]c(=O)n2-c1ccccc1)c1ccncc1 (stereo unspecified)
→ 1	nt	-7	8	-11	nt	nt	nt	nt
COc1ccc(C/C(N)=N/n2cnnc2)cc1Cl
→ 0	-10	-19	5	-6	1	1.1	1.2	-16
COc1ccc(NC(=O)C(F)(F)F)cc1OC
→ 3	1	13	13	-4	1	1	1	2
COc1ccc(NC(=O)Nc2cc(C)ccc2F)cc1
→ -2	45	-5	3	-5	0.8	0.6	0.9	9
Nc1nnc(CC(=O)NCc2ccccc2)s1
→ 3	6	0	7	-10	0.9	0.9	1	-4
Cc1oc2c(c1C(=O)NCCO)CCCC2
→ -2	-3	8	3	-13	0.8	1	1	-2
O=C1CC(C(=O)Nc2ccc(C(=O)O)cc2)C(c2ccccc2)O1 (stereo unspecified)
→ 2	-9	12	6	-5	1	1.1	1	3
CCOC(=O)c1c(C)nc2sc(C(=O)Nc3ccc(OC)cc3)c(N)c2c1-c1ccc(OC)cc1
→ -5	81*	-15	-7	-14	1.6	0.2	0.1	85*
CCOc1nc(N(C)C)nc(-n2nnc(C(C)=O)c2C)n1
→ -3	-6	-4	-2	1	1	1.1	1.2	-23
CCOC(=O)c1cnn(Cc2ccccc2Cl)c1N
→ 6	30	17	4	-28	0.7	0.7	0.8	22
O=C(CN1CCCN(Cc2ccc(F)cc2Cl)C1=O)NCc1ccccc1
→ 9	35	14	0	4	1.3	0.6	0.7	30
O=C(NCCN1CCN(c2ccccc2F)CC1)C1CC(=O)N(C2CCCC2)C1 (stereo unspecified)
→ -6	-7	-2	9	-4	1.2	1.1	1	-2

Structures shown so far that have a COOH group:
Order of values – EphB4 antag	CYP2C19 inhib	PLK1 PBD inh	HIV Rev-RRE inh	PLK1 inh	PLAP act	CYP2C19 activ	CYP2C9 act	CYP2C9 inhib
Cc1oc2c(c1C(=O)Nc1cccc(C(=O)O)c1)CCCC2
→ 4	-6	0	5	-6	1.1	1.1	0.8	18
O=C1CC(C(=O)Nc2ccc(C(=O)O)cc2)C(c2ccccc2)O1 (stereo unspecified)
→ 2	-9	12	6	-5	1	1.1	1	3

(next part)
Order of values – EphB4 antag	CYP2C19 inhib	PLK1 PBD inh	HIV Rev-RRE inh	PLK1 inh	PLAP act	CYP2C19 activ	CYP2C9 act	CYP2C9 inhib
CCOc1ccc(NC(=O)N(CCCN2CCOCC2)Cc2cccnc2)cc1
→ 9	78*	-16	8	-1	1.4	0.2	0.5	54*
Cc1cc(N2CCCCC2)nc(SCc2ccc(C#N)cc2)n1
→ -1	49	-26	16	-13	1	0.5	0.4	63*
COc1cc(C(=O)N(Cc2ccccn2)CC2CCCO2)cc(OC)c1OC (stereo unspecified)
→ 11	14	7	7	-19	1	0.9	1.2	-18
O=C(NCCSc1ccccc1)c1ccco1
→ 6	22	8	9	-4	1	0.8	1.2	-18
CC1CCCCC1NC(=O)CSc1nnc(N)s1 (stereo unspecified)
→ 4	4	-9	0	-15	0.8	1	1.2	-16
Cc1c(NC(=O)Nc2ccc(Cl)c(Cl)c2)sc(=S)n1C
→ 1	nt	8	3	-12	nt	nt	nt	nt
CC12CCC(C(=O)NCC3CCCO3)(OC1=O)C2(C)C (stereo unspecified)
→ -6	-8	9	5	-8	0.9	1.1	1	-4
O=C(CSc1nnc(-c2cccs2)n1Cc1ccco1)c1ccc2c(c1)OCO2
→ -1	51*	-3	11	-3	0.8	0.5	0.3	69*
N#Cc1c(NC(=O)CCn2cnc3ccccc3c2=O)oc(-c2ccccc2)c1-c1ccccc1
→ -4	81*	-6	1	-6	1.5	0.2	0	96*
CCOC(=O)C1=C(C)NC2=C(C(=O)CCC2)C1c1ccsc1 (stereo unspecified)
→ -9	53*	-8	-1	-11	0.9	0.5	0.6	39
Cc1cccc(NC(=S)NNC(=O)c2csc(C(C)C)c2)c1
→ 4	nt	-4	0	-5	nt	nt	nt	nt
Cc1cc(C)c(S(=O)(=O)N2CCN(c3ccc([N+](=O)[O-])c(NCc4ccco4)c3)CC2)c(C)c1
→ -2	37	-5	4	-18	1.1	0.6	0.5	53*
NC(=S)NNC(=O)c1ccccc1
→ -10	-7	12	3	-9	1.5	1.1	1	3
CC1CCN(S(=O)(=O)c2ccc(Oc3ccc([N+](=O)[O-])cc3)cc2)CC1
→ 0	25	3	11	-9	0.8	0.7	0.6	43
Cc1ccc(NCC(O)C(O)C(O)CO)cc1C (stereo unspecified)
→ 5	0	-25	0	-8	1	1	1	1
CC(=O)OCCCCON1C(=O)c2ccccc2C1=O
→ -1	17	10	-1	-18	1.2	0.8	0.9	11
CCOC(=O)c1ccc(NC(=O)CC2COc3ccccc3O2)cc1 (stereo unspecified)
→ 4	25	-9	13	-4	1	0.7	0.4	63*
CCCC(=O)Nc1cc(-c2nnc(OC)c3ccccc23)ccc1N1CCCCC1
→ 1	-8	8	11	-1	1.5	1.1	0.8	25
CCOc1ccccc1-c1nc(-c2ccc(NC(=O)Cc3ccc(OC)cc3)cc2)no1
→ -4	56*	-9	9	-9	1	0.4	1.9	-90
CCCC(=O)Nc1cc2c(cc1C(=O)c1ccccc1)OCCO2
→ -6	18	-22	-1	-4	1	0.8	0.9	10
CCOC(=O)c1sc(=NC(=O)c2cc(OC)c(OC)c(OC)c2)n(C)c1C
→ 2	-6	-1	2	0	1.2	1.1	1	-4
O=C(c1ccc2snnc2c1)N1CCN(c2ccccn2)CC1
→ 4	71*	2	5	-6	0.8	0.3	0.9	9
Cc1nc(S(=O)(=O)N2CCOCC2)c(C#N)c(C)c1Cl
→ -2	0	11	7	1	1	1	1	-2
O=C(Nc1ccccc1C(=O)N/N=C/c1ccc(F)cc1)c1ccccc1Br
→ -4	20	34	12	-12	1.2	0.8	0.7	30
CC(C)(C)c1csc(NC(=O)Cn2c(=O)oc3ccccc32)n1
→ 8	19	-4	13	-14	0.9	0.8	0.6	45
Cc1cc(=O)n2[nH]c(-c3ccc(F)cc3)nc2n1
→ 9	17	10	7	-15	1	0.8	0.8	16
COc1ccc(-c2cn3c(C)c(C(=O)Nc4cccc(C)n4)sc3n2)cc1
→ -1	nt	-2	13	-18	nt	nt	nt	nt
CCOc1cc(C(c2c(C)[nH][nH]c2=O)c2c(C)[nH][nH]c2=O)ccc1OS(=O)(=O)c1ccccc1
→ 0	15	-32	-4	8	2.6*	0.9	0.7	29
CCOC(=O)c1cnc2ccc(OCC)cc2c1N1CCN(c2ccccc2OC)CC1
→ -3	77*	5	5	-6	1.6	0.2	0.1	94*
Cc1cc(N2CCN(c3ccccc3)CC2)nc(-n2nc(C)cc2C)n1
→ -5	60*	-15	8	-6	1.4	0.4	0.1	90*
Cc1ccc2c(CC(=O)N3CCN(S(=O)(=O)c4cccs4)CC3)coc2c1
→ 5	92*	10	8	-7	1.5	0.1	0.2	80*
